Bioassay records (PubChem)
phage Ecoli inh: E. coli growth loss with phage present; growth absorbance; inhibition, % at 11.9 µM; actives 0.26% (n = 360,000); in the data active = inhibition above about 11%
E coli growth: counter-screen for AddAB inhibitors: E. coli growth inhibition. E. coli V3065 growth, OD600 absorbance, 18 h. inhibition, % at 11.9 µM. actives 0.27% (n = 330,000). AID 449728;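 active = inhibition above the campaign's mean inhibition across all tested compounds plus 3 SD, cut at about 9.9% in these data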;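 note: uninfected addAB+ strain grown without phage in ampicillin broth; 0% = DMSO wells and 100% = ciprofloxacin 0.95 µg/ml wells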
PKA-R1A act: activators of PKA-R1A complex; activation, % at 11.4 µM; AID 504707; actives 0.083% (n = 340,000); PKA-R1A dissociation, Cy5-IP20 fluorescence polarization; scaled: DMSO 0%, 113 µM cGMP 100%; P00514+P68181;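 active = percent activation above the mean of all tested compounds plus 3 SD, cut at about 19% in these data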;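 note: higher means more PKAc released from R1A so a rise in polarization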
Tat transport: E. coli Tat transport inhibition. E. coli MC4100 TorA-mCherry Tat export, fluorescence. inhibition, % at 10 µM. actives 0.036% (n = 340,000). AID 488895;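 active = mean replicate inhibition at least 50% and at least half of replicates individually reaching 50%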;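 note: exported cargo escapes ClpAP degradation while cytoplasmic cargo is degraded and loses fluorescence; 0% = median of neutral control wells and 100% = median of NaSCN control wells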
MOR-DOR inv ag: mu-delta opioid heterodimer inverse agonism; P35372+P41143; actives 0.21% (n = 340,000); inhibition, % at 9.3 µM; cell-based MOR-DOR heterodimer luminescence; in the data active = inhibition above about 22%, passing the limit was not always enough;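 note: 0% = cells with DMSO and 100% = wells without cells with DMSO; values of inactives mirror those of a sister screen read the other way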
PKA-R2B act: activates the human PKA-R2B holoenzyme complex; P22694+P31323; activation, % at 11.4 µM; actives 0.079% (n = 340,000); PKA-R2B holoenzyme dissociation, Cy5-IP20 fluorescence polarization; R2B truncated from residue 108, S112A mutant; 0% DMSO only, 100% 113 µM cGMP;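 active = activation above a cutoff set at the mean over all compounds plus 3 SD, cut at about 18% in these data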;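 note: higher means more holoenzyme dissociation and a rise in polarization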
Target sequence (P31323 whole entry, looked up, other chains not shown, the tested form may be a part): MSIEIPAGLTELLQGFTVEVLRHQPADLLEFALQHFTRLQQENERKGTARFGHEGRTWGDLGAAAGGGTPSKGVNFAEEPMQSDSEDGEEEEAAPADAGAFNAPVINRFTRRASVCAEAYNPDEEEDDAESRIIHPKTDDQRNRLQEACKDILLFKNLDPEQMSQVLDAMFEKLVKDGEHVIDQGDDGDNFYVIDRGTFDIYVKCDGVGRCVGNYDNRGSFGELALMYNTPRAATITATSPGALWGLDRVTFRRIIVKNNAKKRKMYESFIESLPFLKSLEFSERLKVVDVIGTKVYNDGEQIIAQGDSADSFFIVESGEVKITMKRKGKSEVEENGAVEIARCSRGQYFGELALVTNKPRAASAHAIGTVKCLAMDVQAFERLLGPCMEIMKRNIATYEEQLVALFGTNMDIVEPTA
MOR-DOR ag: OPRM1-OPRD1 heterodimerization agonism; P35372+P41143; cells, luminescence; activation, % at 9.3 µM; actives 0.3% (n = 340,000); AID 504326; in the data active = activation above about 18%;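 note: 0% = vehicle-treated cells and 100% = reference agonist; values of inactives mirror those of a sister screen read the other way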
PfHsp90 set2: reduces growth (ATP signal) of yeast expressing P. falciparum Hsp90; S. cerevisiae expressing PfHsp90, BacTiter-Glo ATP, 48 h; yeast lacking PDR1 and PDR3 efflux regulators; inhibition, % at 9.4 µM; actives 0.32% (n = 310,000); AID 504621;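 active = every replicate shows inhibition above about 80%, whatever the replicate mean, limit read from the data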;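 note: 0% = DMSO neutral controls and 100% = 20 µM radicicol positive controls; yeast relying on Plasmodium falciparum Hsp90 in place of its own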
HTR5A inv ag: HTR5A inverse agonism, opioid heterodimer counter-screen | P47898 | HTR5A cell line, luminescence | inhibition, % at 9.3 µM | actives 0.083% (n = 340,000); in the data active = inhibition mostly above about 23%, no sharp cut-off; inactive = mostly below about 18%;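 note: 0% = cells with DMSO and 100% = no-cell wells with DMSO; some compounds called inactive have numbers as strong as hits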
Target sequence (P47898 whole entry, looked up): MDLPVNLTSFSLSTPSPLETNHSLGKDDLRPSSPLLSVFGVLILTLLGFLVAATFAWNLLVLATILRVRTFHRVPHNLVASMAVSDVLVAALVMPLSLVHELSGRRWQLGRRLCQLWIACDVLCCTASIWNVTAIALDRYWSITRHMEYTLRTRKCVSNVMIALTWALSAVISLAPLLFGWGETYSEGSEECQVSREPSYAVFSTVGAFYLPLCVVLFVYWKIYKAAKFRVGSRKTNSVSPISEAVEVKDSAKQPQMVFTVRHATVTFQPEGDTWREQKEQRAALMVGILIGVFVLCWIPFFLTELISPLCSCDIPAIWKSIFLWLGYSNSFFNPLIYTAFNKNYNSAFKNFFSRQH
SUMO Mot1 rescue: blocks SUMOylation pathway, rescuing yeast Mot1-301 growth; S. cerevisiae Mot1-301 growth rescue, ATP luminescence, 38.5C; percent above DMSO median, 100 means doubled; actives 1% (n = 320,000); growth rescue, % at 18.8 µM;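 active = every valid replicate shows activation above 250% relative to neutral control wells; inactive = the rest, any valid replicate at or below 250%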;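 note: OY570 slx delta 5 strain wells were the positive control but not used for scaling; some compounds called inactive have numbers as strong as hits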
AddAB inh: less growth of phage-infected E. coli with AddAB. E. coli expressing H. pylori AddAB, absorbance growth. inhibition, % at 11.9 µM. AID 435030. actives 0.29% (n = 330,000); in the data active = inhibition above about 12%;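 note: 0% = vehicle wells of infected cells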
Active calls of the source: *; i = inactive; / = no result given.

SMILES	phage Ecoli inh	E coli growth	PKA-R1A act	Tat transport	MOR-DOR inv ag	PKA-R2B act	MOR-DOR ag	PfHsp90 set2	HTR5A inv ag	SUMO Mot1 rescue	AddAB inh
Cc1ccc(CN2C(=O)CCC2C(=O)NCc2ccco2)cc1 (stereo not drawn)	3.1	0.2	-1	-3	19	-12	-3.1	19	-10	-16	-2.8
O=C1Nc2cc(Cl)c(Cl)cc2N(O)N1c1cccc(Cl)c1	0.0	0.1	0	-10	-4	0	0.6	-45	-15	7	3.0
O=C(O)c1ccc2c(c1)C(=O)N(c1cc([N+](=O)[O-])ccn1)C2=O	2.1	-2.4	9	-1	-2	-1	0.4	-10	8	-12	1.3
Cn1ccnc1SCCNC(=O)C1CCC(=O)N(Cc2ccc(Cl)cc2)C1 (stereo not drawn)	4.2	1.4	7	-6	10	-4	-1.8	20	3	-1	2.5
CC(=O)Nc1ccc(S(=O)(=O)Nc2cccc(-c3cn4cccnc4n3)c2)cc1	0.6	3.7	8	-2	-12	0	2.1	-6	11	i	-0.6
Cc1cc(S(=O)(=O)Nc2ccc3c(c2)COC3=O)ccc1F	2.6	-1.7	-2	0	14	3	-2.7	21	-6	14	3.1
O=C(Cn1ncc(N2CCOCC2)c(Br)c1=O)c1ccc(Cl)cc1	3.0	1.2	10	-1	8	-5	-1.5	-8	6	-4	0.2
Cc1ccccc1-n1c(-c2ccco2)n[nH]c1=S	3.4	0.9	-6	-5	12	3	-2.3	7	3	-7	2.0
Cc1ccccc1N(C(=O)Cn1nnc(-c2ccc(F)cc2)n1)C(C(=O)NC(C)(C)C)c1ccncc1 (stereo not drawn)	2.9	0.2	-14	-2	7	-3	-1.4	2	-10	-1	3.4
COc1ccccc1CNC(=O)c1ccc(CS(=O)(=O)c2ccccc2)o1	1.7	0.7	2	7	3	0	-0.6	6	9	5	5.8
O=C(CN(Cc1ccccc1)C(=O)CCC(=O)Nc1ccccn1)NCc1ccco1	0.2	-0.8	6	-1	5	-8	-1.2	9	-20	-23	1.9
CSc1ccccc1OCc1cc(C(=O)NCc2cccc(C)n2)no1	-0.6	-1.7	-3	6	15	-7	-2.9	-19	2	-6	0.7
O=C(Cc1cccc2ccccc12)NNC(=O)Nc1cccc(Cl)c1	3.5	-1.1	-9	3	1	-5	-0.2	-16	5	-4	-2.0
O=C(Nc1ccc(NC(=O)c2cccnc2)cc1)c1ccccc1	1.2	1.6	-6	-1	12	1	-1.8	-10	-23	21	2.5
CC(C)C[C@H](NC(=O)C1CCN(S(=O)(=O)c2ccccc2)CC1)C(=O)NCc1cccnc1	2.6	-1.2	-4	0	12	6	-2.3	-8	6	-13	2.6
COc1ccc(NC(=O)c2c3c(nc4ccccc24)CCC3)cc1	2.2	1.4	5	2	4	-2	-0.8	-34	-3	1	0.1
CSC1=NC2(CC(c3ccccc3)Oc3cc(O)ccc32)CC(C)(C)N1 (stereo not drawn)	3.5	-2.9	1	8	-3	-12	0.8	-23	11	1	-0.7
CSCCC(NC(=O)CCN1C(=O)c2ccccc2C1=O)C(=O)O (stereo not drawn)	2.0	-0.1	-9	-5	12	2	-2.2	/	6	588	-0.7
CC1(C)CC(=O)C=C(c2ccc(-c3ccccc3)cc2)C1	2.9	1.4	5	-2	-27	4	4.7	-11	-29	-11	1.3
O=C(NCCOc1ccccc1)[C@@H]1CCCN1C(=O)c1cccs1	0.7	/	7	-6	-5	-6	1.2	14	-5	/	/
COc1cccc(-c2ccc(C#N)c(OC(=O)c3c(Cl)cccc3Cl)n2)c1	4.6	-0.2	-13	7	-7	0	1.2	13	20	-10	0.2
CC1Sc2ccc(S(=O)(=O)CCC(=O)NC3CCCCCC3)cc2NC1=O (stereo not drawn)	0.6	0.2	-6	2	8	-11	-1.5	1	10	-4	2.2
Cn1cccc1C(=O)OCC(=O)N1CCN(c2ccccc2)CC1	1.4	-0.7	8	-4	11	-3	-2.2	/	-1	-14	1.1
CCOC(=O)CSc1nc2sc3c(c2c(=O)n1-c1ccc(OCC)cc1)CCN(C)C3	3.3	-1.6	0	0	-9	-10	1.8	-5	1	-12	-0.5
Cc1cc(C(=O)CSc2nnc(-c3ccccc3)n2-c2ccccc2)c(C)n1-c1ncn[nH]1	3.7	0.3	4	-3	0	3	0.0	/	-46	/	1.5
O=C(N/N=C/c1ccc(Br)cc1)c1ccccc1-n1cccc1	/	0.7	-6	6	-36	9	6.7	1	1	10	0.6
COc1cccc(N2CCN(C(=O)c3ccccc3SCC(=O)NCc3ccco3)CC2)c1	1.8	-3.6	0	1	5	-7	-1.3	-7	11	-4	1.1
Cc1ccccc1C(=O)OCC(=O)N(C)c1c(N)n(Cc2ccccc2)c(=O)[nH]c1=O	-1.9	-0.4	-12	-2	4	0	-0.6	-3	6	-6	0.3
CCOc1ccc(NC(=O)CC(NC(C)=O)c2ccccc2)cc1S(=O)(=O)N1CCCC1 (stereo not drawn)	-0.3	0.2	-2	-4	14	-2	-3.4	/	4	1	0.8
C/C(CC(=O)Nc1ccc(Cl)cc1Cl)=N\NC(=O)c1ccncc1	1.0	-2.6	4	4	5	-10	-1.0	-9	29	257	-0.4
CC(=O)c1cccc(NC(=O)COc2ccc(S(=O)(=O)N3CCOCC3)cc2)c1	1.9	1.4	2	2	8	0	-1.5	-4	2	-9	-0.7
CCn1c(SCC#N)nc2ccccc2c1=O	1.8	-0.7	-8	1	6	-5	-1.3	-16	4	225	-0.2
COc1cc(-c2onc3ccc(Br)cc23)cc(OC)c1OC	4.7	0.5	-2	-5	-8	-7	1.5	-23	-7	2	1.9
CCC(C(=O)OCC(=O)NC(=O)c1ccccc1OC)c1ccccc1 (stereo not drawn)	-0.2	0.4	-1	2	8	-5	-1.4	/	2	-8	-0.2
CCCn1c(C)cc(=O)c2cc(NC(=O)c3cnccn3)ccc21	1.2	-1.6	-4	-4	12	-10	-2.1	14	12	12	0.5
O=C(CCN1C(=O)/C(=C/c2ccccc2)SC1=S)N[C@@H](CO)Cc1ccccc1	-0.6	-2.1	-9	-13	1	0	-0.3	-5	3	-13	5.2
Cc1ccc(S(=O)(=O)N2CCN(C(=O)CCC(=O)N3CCc4ccccc43)CC2)cc1	1.5	-0.8	9	-4	6	10	-1.1	7	-5	-19	3.2
COC(=O)[C@@H](NC(=O)N1CCC(Cc2ccccc2)CC1)C(C)C	0.6	0.1	0	-3	18	-3	-3.9	-25	5	78	0.0
O=C(CSCc1c(F)cccc1F)Nc1ccccc1	4.2	-1.9	-3	-6	13	-6	-2.3	4	5	11	0.3
CN(C)/C=C/C1=CC(=O)CC(C)(C)C1	3.9	1.3	-15	-10	13	-10	-2.2	3	-9	-1	0.9
O=c1[nH]c(-c2ccccc2)nc(CN2CCCCC2)c1O	2.4	/	16	-1	3	-4	-0.6	-4	-8	/	/
COc1ccc(-c2c(C)oc3c(CN4CCOCC4)c(O)ccc3c2=O)cc1OC	-0.3	-0.5	2	-9	-7	-10	1.5	-22	5	-7	-0.8
Cc1cccc(N2CCN(C(=O)C3CCCN(S(=O)(=O)c4c(C)noc4C)C3)CC2)c1C (stereo not drawn)	2.9	1.2	3	10	-7	2	1.2	4	0	0	-0.2
CCOC(=O)c1c(NC(=O)CSc2nnc(Cc3csc(N)n3)n2C)sc(C)c1C	0.0	-0.2	6	4	11	-16	-1.9	12	-15	12	0.6
CC1=C(C(=O)OCCCCCl)C(c2cc3c(cc2Br)OCO3)NC(=O)N1 (stereo not drawn)	1.8	1.6	-5	6	-2	0	0.4	-19	-10	6	3.0
COc1ccc(OC)c(S(=O)(=O)Nc2cc3c(cc2N2CCCC2)n(C)c(=O)c(=O)n3C)c1	2.5	-1.1	6	0	9	0	-1.8	-6	7	32	1.5
CCOc1ccc(C(C(=O)NC2CCCC2)N(CCCO)C(=O)c2ccc(-c3ccccc3)[nH]2)cc1 (stereo not drawn)	2.0	-1.9	-2	6	16	-1	-3.0	-3	-10	/	-0.2
O=C(COC(=O)c1cc2ccccc2o1)c1ccccc1	3.9	1.1	-14	2	14	-8	-2.4	-10	8	16	3.9

Among those listed so far, six have a furan ring, fused or not.
SMILES	phage Ecoli inh	E coli growth	PKA-R1A act	Tat transport	MOR-DOR inv ag	PKA-R2B act	MOR-DOR ag	PfHsp90 set2	HTR5A inv ag	SUMO Mot1 rescue	AddAB inh
Cc1ccc(CN2C(=O)CCC2C(=O)NCc2ccco2)cc1 (stereo not drawn)	3.1	0.2	-1	-3	19	-12	-3.1	19	-10	-16	-2.8
Cc1ccccc1-n1c(-c2ccco2)n[nH]c1=S	3.4	0.9	-6	-5	12	3	-2.3	7	3	-7	2.0
COc1ccccc1CNC(=O)c1ccc(CS(=O)(=O)c2ccccc2)o1	1.7	0.7	2	7	3	0	-0.6	6	9	5	5.8
O=C(CN(Cc1ccccc1)C(=O)CCC(=O)Nc1ccccn1)NCc1ccco1	0.2	-0.8	6	-1	5	-8	-1.2	9	-20	-23	1.9
COc1cccc(N2CCN(C(=O)c3ccccc3SCC(=O)NCc3ccco3)CC2)c1	1.8	-3.6	0	1	5	-7	-1.3	-7	11	-4	1.1
O=C(COC(=O)c1cc2ccccc2o1)c1ccccc1	3.9	1.1	-14	2	14	-8	-2.4	-10	8	16	3.9
